M. tuberculosis HTS: M. tuberculosis growth inhibition, HTS (AID 449762); M. tuberculosis H37Rv growth inhibition, 7H9 media; higher % means a stronger effect; inhibition, % at 25 µM, or IC50 in µM where a hit was titrated; actives 0.59% (n = 330,000); in the data active means a potency from the dose series; inconclusive means inhibition above about 70% without an active follow-up result;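 further: bacterial growth assessed after seven days of incubation; strong numbers were not always called active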
H1N1 NS1A inhibition: NS1A inhibition, H1N1 influenza, cell based functional assay (AID 504329). NS1A functional cell-based assay, percent inhibition; higher % means a stronger effect. inhibition, % at 12.5 µM; hits with a dose series show IC50 in µM. actives 0.3% (n = 340,000); in the data active means a potency from the dose series; inconclusive means inhibition above about 27% without an active follow-up result; further: strong numbers were not always called active
Salmonella PhoP GFP: Inhibition of PhoP regulon, Salmonella typhi GFP reporter cells, confirmation, 4 h (AID 1850); Salmonella Typhi PhoP-promoter GFP reporter, fluorescence, 4 h; higher % means a stronger effect; inhibition, % at 50 µM, or IC50 in µM where a hit was titrated; actives 0.33% (n = 310,000); in the data active means a potency from the dose series; inconclusive means inhibition mostly from about 25% at the one dose, without a potency; inactive means the rest, 99 in 100 with inhibition below about 19%;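 further: 0% = induced wells with vehicle and 100% = uninduced wells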
inhibitors of VEEV: inhibitors of VEEV TC-83 cytopathic effect, confirmation, Vero cells (AID 588727); Vero cells, VEEV TC-83 cytopathic effect inhibition; higher % means a stronger effect; inhibition, % at 20 µM; hits with a dose series show IC50 in µM; actives 0.13% (n = 350,000); in the data active means a potency from the dose series; inconclusive means inhibition mostly from about 14% at the one dose, without a potency; inactive means the rest, 99 in 100 with inhibition below about 12%; further: strong numbers were not always called active
tuberculosis growth: growth inhibition of non-replicating M. tuberculosis (AID 488890); inhibition, % at 25 µM, or IC50 in µM where a hit was titrated; Mycobacterium tuberculosis non-replicating, growth inhibition; higher % means a stronger effect; actives 0.39% (n = 320,000); in the data active means a potency from the dose series; inconclusive means inhibition mostly from about 82% at the one dose, without a potency; inactive means the rest, 99 in 100 with inhibition below about 76%;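 further: plate controls were DMSO cells for no effect and high antibiotic wells for full effect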
inhibitors of VEEV 10K pilot screen: second read-out of inhibitors of VEEV, no call of its own (marks repeat the call); inhibition, %; measured here: 10K pilot screen inhibition
An asterisk follows results filed as active; i = inactive; ? = inconclusive; · = not tested or not shown.

The first three compounds (preview)
SMILES | M. tuberculosis HTS | H1N1 NS1A inhibition | Salmonella PhoP GFP | inhibitors of VEEV | tuberculosis growth | others
CN(CC(=O)NC1CCCCCC1)S(=O)(=O)c1ccc(Br)cc1 | 12% | 12% | 7% | 3.2% | 13%
COc1cc(N2CCC(O)CC2)ccc1Nc1nnc(Cl)c(Nc2ccccc2S(C)(=O)=O)n1 | · | 6% | · | 8.7% | ·
COc1ccc(OC)c2sc(NC(=O)c3cccc(N4C(=O)CCC4=O)c3)nc12 | -17% | -17% | -5% | 2.2% | -7%

The listing (from the top)
SMILES | M. tuberculosis HTS | H1N1 NS1A inhibition | Salmonella PhoP GFP | inhibitors of VEEV | tuberculosis growth | others
CN(CC(=O)NC1CCCCCC1)S(=O)(=O)c1ccc(Br)cc1 | 12% | 12% | 7% | 3.2% | 13%
COc1cc(N2CCC(O)CC2)ccc1Nc1nnc(Cl)c(Nc2ccccc2S(C)(=O)=O)n1 | · | 6% | · | 8.7% | ·
COc1ccc(OC)c2sc(NC(=O)c3cccc(N4C(=O)CCC4=O)c3)nc12 | -17% | -17% | -5% | 2.2% | -7%
Cn1c(=O)[nH]c(=O)c2c1nc(N1CCNCC1)n2Cc1ccccc1 | -4% | -11% | 7% | 0.1% | -21%
CCn1ccc(C(=O)Oc2ccc(Cl)cc2)n1 | ? | 15% | -1% | 1.2% | -4%
CN(Cc1ccccc1)C(=O)c1nc[nH]c1C(=O)N1CCc2ccccc2C1 | -9% | 5% | · | 1.0% | 16% | inhibitors of VEEV 10K pilot screen=0.7
Cc1occc1-c1n[nH]c(=S)n1-c1ccccc1 | -1% | -6% | -5% | 2.0% | -21%
CC(C(=O)Nc1ccc(C#N)cc1)N1CCN(C(=O)C2CC2)CC1 (stereo not drawn) | -2% | -3% | · | 1.4% | -4%
CCN(CC(O)COc1ccc(OCC(O)CN(CC)C2CCCCC2)cc1)C1CCCCC1 (stereo not drawn) | 5% | -5% | 34% | 0.4% | 2%
O=C(NC(c1ccccc1)c1cc(Cl)c2cccnc2c1O)c1cccnc1 (stereo not drawn) | 2% | · | -2% | · | -5%
O=C(COC(=O)c1ccccc1NS(=O)(=O)c1ccc(Cl)cc1)NCc1ccccc1 | 10% | 1% | -3% | 1.9% | 35%
COc1ccc(C(=O)N(Cc2ccco2)Cc2cccs2)c(O)c1 | -3% | -4% | -3% | 6.0% | 13%
CCN(C[C@H]1N[C@@](CC)(C(=O)OC)[C@H]2C(=O)N(Cc3ccccc3)C(=O)[C@@H]12)C(=O)COc1ccccc1 | 5% | 20% | · | 0.6% | 10%
Cc1cc(C)cc(Oc2nn[nH]n2)c1 | 9% | 5% | -4% | i | 58% | inhibitors of VEEV 10K pilot screen=2.9
CC(=O)c1nn(-c2ccc(C(F)(F)F)cc2)c(=O)[nH]c1=O | 7% | -9% | -2% | i | 1%
CC(=O)NC(Cc1c[nH]c2ccccc12)C(=O)N1CCc2ccccc2C1 (stereo not drawn) | -5% | 24% | 2% | 2.8% | -2%
Cc1ccc(NC(=O)CO/N=C/c2ccccc2C)c(C)c1 | 7% | -2% | -5% | 1.1% | i
Fc1ccc(Nc2ccc(-c3ccc(F)cc3)nn2)cc1 | -1% | 1% | 13% | 2.1% | 24%
O=C(NCCCN1CCOCC1)c1ccc2nc(Cc3cccc(Cl)c3)oc2c1 | -2% | -1% | 5% | 1.4% | 8%
Cc1nc2sc(C(c3cccc(F)c3)N3CCCC(C)C3)c(O)n2n1 (stereo not drawn) | 3% | 0% | 12% | 0.5% | 4%
COc1cc(C(c2c(C)[nH]n(-c3ccccc3)c2=O)c2c(C)[nH]n(-c3ccccc3)c2=O)cc(OC)c1OC | 3% | 5% | 12% | 1.9% | 8%
COc1ccc(Nc2nc(N)nc(CSc3nnc(N)s3)n2)cc1 | 5% | -5% | -18% | 4.5% | 14%
O=C(Nc1cccc(Cl)c1)c1cccc(N2C(=O)C3CC=CCC3C2=O)c1 (stereo not drawn) | 4% | -4% | 11% | 2.0% | 10%
Nc1ncc(Br)cc1S(=O)(=O)NCCC(=O)N1CCN(c2ccccn2)CC1 | -9% | -7% | -11% | 0.4% | -12%
N#Cc1ccccc1Cn1cc(C(=O)C2CC2)c2ccccc21 | -1% | 3% | 1% | 3.5% | 10%
Cn1nc(OC(=O)Nc2ccccc2)cc1C(F)(F)F | 0% | · | -4% | · | 0%
O=C(CC(O)(c1ccccc1)C(F)(F)C(F)F)c1cccs1 (stereo not drawn) | -3% | 0% | -6% | i | 7%
Cc1ccc(C(=O)NC(C(=O)Nc2ccccc2)c2ccccc2)cc1 (stereo not drawn) | 5% | -7% | 1% | 0.8% | 16%
CCS(=O)(=O)N1CCC(C(=O)NCc2cccc(OC)c2)CC1 | -2% | 1% | 18% | i | -3%
Cc1cccnc1NC(=O)CCNC(=O)c1ccccc1Cl | -16% | -7% | -1% | 0.1% | 4%
O=C(O)COc1ccc(/C=C/c2ccc3cccc([N+](=O)[O-])c3n2)cc1 | ? | 1% | 6% | 0.4% | 58%
Cc1ccc(SCC(=O)Nc2ccc(N3CCOCC3)cc2)c(C)c1 | 4% | 1% | 5% | 2.2% | 24%
CCn1cc(/C=C(\NC(=O)c2ccc(C)cc2)C(=O)NCCN2CCOCC2)c2ccccc21 | · | 4% | · | 0.1% | ·
COc1ccc(/C(O)=C2\C(=O)C(=O)N(CCN(C)C)C2c2cccc(OC)c2OC)cc1 (stereo not drawn) | -10% | -7% | -4% | 0.1% | 1%
Cc1ccc(C(=O)NNC(=O)C(NC(=O)c2cccc(C)c2)C(C)C)cc1 (stereo not drawn) | -10% | -5% | · | 3.9% | 0%
COc1ccc(CCNC(=O)c2cc(-c3ccco3)on2)cc1OC | -5% | 11% | -39% | 5.9% | 10%
CC1(C)C[C@H]2C3=CCC4[C@@]5(C)CC[C@H](O)[C@@](C)(CO)C5CC[C@@]4(C)[C@]3(C)C[C@@H](O)[C@@]2(CO)[C@@H](O)[C@@H]1O (stereo partly drawn) | 2% | -1% | · | 0.2% | 15% | inhibitors of VEEV 10K pilot screen=1.2
Cc1ccc(C(=O)NCC(=O)NCc2ccc(Cl)cc2)s1 | 4% | -4% | · | i | -12%
Cc1ccc(C2/C(=C(\O)c3cnn(-c4ccccc4)c3C)C(=O)C(=O)N2CCN(C)C)o1 (stereo not drawn) | 3% | 0% | 5% | 1.7% | -1%
COc1cc(/C=C/C(=O)OCC(=O)Nc2ccc3c(c2)OCCO3)ccc1OCC#N | 4% | -3% | 4% | 0.1% | 3%
COC(=O)c1ccc(C2/C(=C(\O)c3ccc4c(c3)OCCO4)C(=O)C(=O)N2CCCN2CCOCC2)cc1 (stereo not drawn) | -8% | -7% | -1% | 3.5% | -21%
COc1cc(-c2cc(-c3ccc(F)cc3)nc(N)c2C#N)ccc1O | 5% | -4% | -10% | 7.4% | 17%
COc1ccc(CCN(C)CCC(=O)Nc2c(C)cc(C)cc2C)cc1OC | -6% | 9% | -1% | 0.5% | 2%
COC(=O)c1c(-c2ccsc2)oc2ccc(-c3cc(OC)c(OC)c(OC)c3)cc12 | ? | -1% | -9% | 8.2% | 25%
CCOC(=O)N1CCC(N2CCCC(CO)(Cc3cccc(OC)c3)C2)CC1 (stereo not drawn) | -3% | 1% | -9% | 0.8% | 19%
C=C(NS(=O)(=O)c1ccc(C)cc1)C(=O)OC | · | -7% | · | i | ·
COc1cc(C(=O)Nc2ccc3ccccc3c2)cc(OC)c1OC | 1% | · | -3% | · | 10%
Cc1cc(C(C#N)c2ccccc2F)n2ncnc2n1 (stereo not drawn) | -6% | 3% | 11% | i | 10%
CCN(CC)CCCN(Cc1cc2cc3c(cc2[nH]c1=O)OCO3)C(=S)NCCCOC | 8% | -4% | 3% | i | -1%
O=C(Nc1ccccc1)c1cccc(N2C(=O)C3C4C=CC(C4)C3C2=O)c1 (stereo not drawn) | -2% | 7% | -6% | 6.8% | -5%
Cc1cccc(N=C2NC(=O)c3cc([N+](=O)[O-])ccc32)c1 | 0% | -1% | 11% | 0.3% | 22%
O=C(Nc1cccc([N+](=O)[O-])c1)C1CC(=O)N(Cc2ccccc2)C1 (stereo not drawn) | -8% | 5% | -7% | 1.3% | 4%
CN(CC1CCOCC1)C(=O)c1ccc2nc(Cc3cccc(Cl)c3)oc2c1 | 1% | 10% | 2% | 5.7% | 24%
Cc1ccnn1CCSCC(=O)O | 1% | 4% | 1% | i | -20%
CCOC(=O)c1c(C)noc1CP(=O)(c1ccccc1)c1ccccc1 | -4% | 8% | 10% | 0.2% | 19%
CN(CC(=O)N1CCCCCC1)S(=O)(=O)c1ccc(F)cc1 | -1% | -4% | -5% | 1.7% | -4%
COc1cc(/C=C/C(=O)OCC(=O)NC(=O)NC2CCCC2)ccc1OCC#N | · | -7% | · | 3.0% | ·
CCOC(=O)C1CCN(C(=O)COC(=O)c2ccc(Br)o2)CC1 | -3% | 0% | 2% | 2.0% | 59%
NC(=O)c1ccsc1NC(=O)COC(=O)Cc1ccccc1 | -1% | 4% | · | 1.6% | 18%
COc1cc2cc(CN(Cc3ccc4c(c3)OCO4)C(=O)c3ccco3)c(=O)[nH]c2cc1OC | -13% | 21% | 8% | i | 13%

Fetched by compound from the list above (2):
SMILES | M. tuberculosis HTS | H1N1 NS1A inhibition | Salmonella PhoP GFP | inhibitors of VEEV | tuberculosis growth | others
Cc1ccc(C(=O)NCC(=O)NCc2ccc(Cl)cc2)s1 | 4% | -4% | · | i | -12%
COc1cc(/C=C/C(=O)OCC(=O)Nc2ccc3c(c2)OCCO3)ccc1OCC#N | 4% | -3% | 4% | 0.1% | 3%

Next part:
SMILES | M. tuberculosis HTS | H1N1 NS1A inhibition | Salmonella PhoP GFP | inhibitors of VEEV | tuberculosis growth | others
COC(=O)c1ccc([C@H](NC(=O)c2ccco2)[C@]2(C)C[C@H]2C2CCCCC2)cc1 | 10% | -1% | -25% | 1.1% | 4%
Cn1c(SCC(=O)NC2CC2)nnc1-c1ccc(Cl)cc1 | 5% | -8% | · | 0.9% | 3%
Cc1cccc(-c2cc3nc4c(c(N5CCCC(O)C5)n3n2)CCC4)c1 (stereo not drawn) | ? | 1% | -6% | 4.6% | 10%
COCCN(C(=O)CCCC(=O)Nc1ccccn1)C(C(=O)NC1CCCCC1)c1ccc(C)cc1 (stereo not drawn) | 10% | -3% | 0% | 0.4% | 15%
CS(=O)(=O)c1ccc(Cl)c(NC(=O)COc2ccc3c(c2)CCC3)c1 | 10% | -12% | 1% | 9.5% | 0%
O=C(NCc1csc2ccc(Cl)cc12)Nc1cccc2ccccc12 | -4% | -9% | -3% | 1.9% | -18%
O=C(O)C(NS(=O)(=O)c1cccc2nsnc12)c1ccccc1 (stereo not drawn) | -2% | -15% | -10% | 0.4% | -7%
C/C(=N\Nc1nc(N2CCCCC2)nc(N2CCOCC2)n1)c1ccccc1O | ? | · | 7% | 3.6% | 3%
CC(C)(C)c1ccc(CS(=O)(=O)CC(O)CN2CCCC2=O)cc1 (stereo not drawn) | -2% | -2% | 0% | 0.1% | -8%
Nc1c2c(nc3c1CCC3)CCCC2 | 10% | · | 1% | · | 30%
CSc1ccc(/C=N/S(=O)(=O)c2ccccc2)cc1 | -1% | -9% | 0% | 0.2% | -18%
Brc1cccc(CN2CCN(c3ncccn3)CC2)c1 | 5% | 1% | -4% | 2.4% | 31%
COc1ccc(NS(=O)(=O)c2cccc(NC(=O)c3ccccn3)c2)cc1 | -2% | -8% | 34% | 2.5% | 1%
O=c1sc2ccccc2c(N2CCCC2)c1[N+](=O)[O-] | 4% | 9% | 1% | i | 0%
CCc1ccc2c(Cl)c(C(=O)N/N=C/c3c[nH]c4ccccc34)sc2c1 | 5% | -3% | 5% | 2.6% | 20%
O=C(O)C1Cc2ccccc2N2CCCC12 (stereo not drawn) | 5% | 18% | 0% | 0.9% | 12%
Cc1ccc(S(=O)(=O)CCSc2n[nH]c(=O)n2-c2ccc3c(c2)OCCO3)cc1 | -5% | -2% | -3% | 2.5% | 15%
O=C(CNC(=S)N(CCCN1CCOCC1)Cc1cccs1)N1CCCC1 | 4% | 4% | 6% | 0.1% | -6%
Cn1c(CCCNC(=O)c2ccco2)nc2ccccc21 | · | -10% | · | 2.5% | ·
Cc1ccc(/C=N/N2CCN(c3ccccc3)CC2)cc1 | 4% | 9% | -4% | 0.8% | 6%
N#Cc1nc(COc2ccccc2Cl)oc1NCc1ccc(F)cc1 | -4% | 8% | 1% | 2.1% | 6% | inhibitors of VEEV 10K pilot screen=1.2
O=C(CCn1nnc2ccccc2c1=O)N[C@H](C(=O)O)c1ccccc1 | -13% | -4% | -7% | 3.0% | 4%

Assay outcomes deposited in PubChem BioAssay by Southern Research Specialized Biocontainment Screening Center.

Rows are unselected; about 1.5% have a hit in one of these screens.
